# Source: PubChem BioAssay (National Center for Advancing Translational Sciences (NCATS))
# N370S GC mod – inhibitors or activators of N370S glucocerebrosidase for Gaucher disease. 330,000 compounds, 0.092% hits. P04062. Potency, µM (highest dose often 59.4 µM), inactives show at the top dose activity change, negative = inhibition, actives largely listed as inhibitors. N370S GC spleen homogenate, 4MU-glucoside fluorescence;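 note: 0% = full enzyme activity and -100% = no enzyme basal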
# TDP1 block – inhibitors of human tyrosyl-DNA phosphodiesterase TDP1. AID 485290. 350,000 compounds, 0.28% hits. recombinant TDP1, AlphaScreen DNA substrate cleavage. Potency, µM (highest dose often 130 µM), without a hit: at the top dose activity change, negative = inhibition, usual class: inhibitors. Q9NUW8; note: nearly all actives have a fitted effect of over 40% in size
# Target sequence (Q9NUW8 whole entry, looked up): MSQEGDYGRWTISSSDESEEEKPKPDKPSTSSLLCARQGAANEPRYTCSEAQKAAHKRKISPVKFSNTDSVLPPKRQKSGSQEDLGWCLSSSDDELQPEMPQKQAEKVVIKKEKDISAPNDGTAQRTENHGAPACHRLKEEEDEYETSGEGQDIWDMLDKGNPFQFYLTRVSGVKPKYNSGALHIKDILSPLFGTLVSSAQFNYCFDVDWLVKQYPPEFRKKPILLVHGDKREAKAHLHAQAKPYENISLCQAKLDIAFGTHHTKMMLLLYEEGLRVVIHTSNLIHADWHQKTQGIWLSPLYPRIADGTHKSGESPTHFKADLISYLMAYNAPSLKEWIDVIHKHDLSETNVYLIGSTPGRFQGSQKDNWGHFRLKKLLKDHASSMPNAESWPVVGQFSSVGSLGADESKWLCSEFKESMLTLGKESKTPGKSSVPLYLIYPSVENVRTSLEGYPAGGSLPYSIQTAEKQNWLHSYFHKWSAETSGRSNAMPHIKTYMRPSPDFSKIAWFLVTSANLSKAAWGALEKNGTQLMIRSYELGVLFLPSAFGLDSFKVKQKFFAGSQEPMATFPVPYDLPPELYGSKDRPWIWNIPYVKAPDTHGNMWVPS
#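 Compounds were preincubated with Tdp1 (1 nM final) for 15 min at room temperature before substrate (15 nM final) started a 5 min reaction; beads (10 ug/ml final) were then added for 10 min before AlphaScreen detection.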
# DT40 TDP1 no CPT – qHTS for Inhibitors of human tyrosyl-DNA phosphodiesterase 1 (TDP1): qHTS in cells in absence of CPT | AID 686978, 2013 | Potency, µM (highest dose often 46.2 µM), without a hit: at the top dose activity change, negative = growth inhibition, actives largely listed as inhibitors | DT40 Tdp1-/- hTDP1 cells, no CPT, ATP luminescence, 48 h | 420,000 compounds, 15% hits; note: nearly all actives have a fitted effect of over 55% in size
#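 Luminescent ATP content (CellTiter-Glo) served as the growth readout. Knockout chicken DT40 cells expressing human TDP1 were exposed to compounds without camptothecin for a minimum 48 hr at 37 °C.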
# * marks the source's active call; other numbers are inactive results; ? = inconclusive; . = no result given; [ ] = dose if it differs, or a comment. Calls come from the whole dose curve; as a rule, active = well fitted curve in the direction sought with a large enough effect; inconclusive = small, poorly fitted or top-dose-only effect, or another doubt; inactive = no such curve, though single readings can be large; an effect the other way counts as inactive or inconclusive. Unless noted, % is set by controls: 0 for no effect and ±100 for the full control effect; potency is the fitted concentration of half-maximal effect. Only part of the results is shown; count on the stated rates, not on these rows.
Molecule | N370S GC mod | TDP1 block | DT40 TDP1 no CPT
Cc1ccc(N(CC(=O)NC(C)(C)C)C(=O)CS(=O)CC(=O)Nc2ccc3c(c2)OCO3)cc1 (stereo not given) | 3% | -7% | -6%
Cc1ccc(S(=O)(=O)Nc2c(C)n(C)n(-c3ccccc3)c2=O)cc1C(=O)OC(C)C(=O)N(C)c1ccccc1 (stereo not given) | -6% | 5% | -21%
COc1ccc(C(=O)N2CC(=O)Nc3ccccc32)cc1S(=O)(=O)N1CCOCC1 | 4% | -4% | 11%
CC(=O)c1cccc(NC(=O)CSc2ncc(C(=O)Nc3ccccc3)c(=O)n2C)c1 | -2% | -7% | 7.3µM*
COc1ccc(/C=C/C(=O)NCCn2c(C)cc3ccccc32)cc1OC | 1% | 5% | ?
COc1ccc(/C=C/c2nc3ccccc3c(=O)n2-c2cccc(C(F)(F)F)c2)cc1 | . | 3% | 12µM*
CN1CCN(S(=O)(=O)c2cnccc2N2CCN(c3cccc(Cl)c3)CC2)CC1 | -4% | 5% | 18µM*
CCOC(=O)C1CCN(C(=O)CCS(=O)(=O)c2ccc3c(c2)n(C)c(=O)c(=O)n3C)CC1 | -14% | . | -1%
Cc1ccc2nc(NC(=O)COC(=O)c3ccco3)sc2c1 | 13% | 0% | 5%
CCCC(=O)Nc1ccc2c(c1)nc(CCN1CCCCC1)n2C | 1% | 3% | -2%
COc1ccc(-n2c(C)cc(C(=O)CN3CCCCC3)c2C)cc1 | -10% | 0% | ?
CC(=O)N1c2ccc(S(=O)(=O)N3CCC(C(=O)NCc4ccccc4)CC3)cc2CC1C (stereo not given) | 5% | 4% | -19%
Cn1cc(S(=O)(=O)N2CCOCC2)cc1C(=O)Nc1cccc(Cl)c1 | -6% | . | -5%
CCC(=O)c1cc2c(cc1NC(=O)c1ccccc1)OCCO2 | 25% | 8% | -9%
CCOC(=O)N1CCC(=C(C#N)C(=O)Nc2cc(OC)ccc2OC)CC1 | 3% | 5% | -23%
CCC(=O)c1ccc(OCC(=O)NC2CCCC2)cc1 | . | 0%[56.1 µM] | -10%
CCN(CC)S(=O)(=O)c1ccc(NC(=O)c2ccccn2)cc1 | -6% | 6% | -25%
COc1ccccc1NC(=S)N1CCc2cc(OC)c(OC)cc2C1 | -1% | 3% | -22%
CCOC(=O)N1CCN(C(=O)CCC(=O)c2ccc(OCC)cc2)CC1 | 9% | 0% | -15%
O=C(Nc1ccc2c(c1)nc1n2CCOC1)C1CCCCC1 | -7% | 6% | -15%
CCOc1ccc(N(CC(=O)NC2CCCC2)C(=O)CCCC(=O)Nc2ccccn2)cc1 | -1% | 2% | -8%
CC1CN(C(=O)c2cnn3c(C(F)F)cc(-c4ccccc4)nc23)CC(C)O1 (stereo not given) | 7% | 7% | ?
CCN(CC)C(=O)COc1ccc(C=O)cc1OC | -5% | 4% | 2%
CC(C)CNc1nc(N)c([N+](=O)[O-])c(NCC2CCCO2)n1 (stereo not given) | 11% | 3% | -11%
O=C(NCc1cccc(C(F)(F)F)c1)N1CCN(C(=O)c2ccccc2)CC1 | . | 2% | 0%
CC1(NC(=O)COc2ccccc2-c2ccccc2)CCS(=O)(=O)C1 (stereo not given) | 10% | 7% | -25%
CC(C)(CO)NC(=O)CC1C(=O)NCCN1Cc1ccc(-c2ccccc2)cc1 (stereo not given) | -25% | -7% | ?
C=CCOC(=O)C1CC=CCC1C(=O)Oc1ccc(F)cc1F (stereo not given) | -2% | -1% | -3%
CCC1CCCCN1S(=O)(=O)c1ccc2c(c1)CCN2C(C)=O (stereo not given) | 1% | 5% | -18%
Cc1cc(/C=N/NC(N)=O)c(C)n1C1CCCCC1 | -2% | 0% | 2%
CC(=O)N(C)C1=C(O)c2ccccc2C(=O)C1=O | -20% | -6% | -1%
CCCOc1ccc(/C=N/Nc2cc(N3CCOCC3)ncn2)c(O)c1 | 2% | . | 10µM*
CCc1ccc(-c2cn3c(n2)sc2cc(C(=O)NC4CCCCCC4)ccc23)cc1 | . | 3% | 10µM*
CCC(C)c1ccccc1NC(=O)c1cc(C)no1 (stereo not given) | 3% | 3% | -17%
CC(C)c1ccc(NC(=S)NCCc2c[nH]c3ccccc23)cc1 | 7% | 8% | 26µM*
O=C1Nc2ccccc2N(O)N1c1cc(-c2ccccc2Cl)no1 | 0% | 7% | 4%
Cc1csc2nc(O)c(C(=O)NCc3ccc4c(c3)OCO4)c(=O)n12 | -1% | -3% | 23µM*
O=C(c1cc2ccccc2o1)N1CCN(c2cccc(C(F)(F)F)c2)CC1 | -17% | 4% | -21%
CN(C(=O)CC1C(=O)NCCN1Cc1ccc(F)c(F)c1)C1CCCCC1 (stereo not given) | -15% | 7% | -3%
COc1ccccc1CNC(=O)COc1cc2c(c3oc(=O)cc(C)c13)CCC(C)(C)O2 | ? | . | 23µM*
COc1ccc(NC(=O)N2CCN(C(=O)C3CCCO3)CC2)cc1 (stereo not given) | -3% | 4% | 0%
CCn1cc(/C=N\NC(=O)c2ccc3c(c2)c(C)c(C)n3Cc2ccccc2)c(C)n1 | . | 8% | 16µM*
COc1ccc(NC(=O)c2cccc(NC(=O)c3ccccc3)c2)c(OC)c1 | -5% | . | ?
Cc1ccc(NC2c3ncccc3C(=O)N2Cc2ccc(F)cc2)cc1 (stereo not given) | 10% | -5% | -8%
O=c1c2oc3ccccc3c2[nH]c(=S)n1-c1ccccc1 | -7% | -1% | -2%
CCSc1ncc(Cl)c(C(=O)Nc2ccccc2C)n1 | ? | . | 1%
CCCC(NC(=O)c1ccccc1)c1nc2ccccc2n1Cc1ccc(C(=O)OC)o1 (stereo not given) | 12% | 3% | ?
Cc1cccc(OCc2n[nH]c(=S)n2C2CCCCC2)c1 | 26% | 5% | ?
NC(=S)NNC(=O)c1cccc(Br)c1 | 5% | 3% | .
CN(CC(=O)Nn1cnnc1)S(=O)(=O)c1cc(Cl)ccc1Cl | 2% | -5% | -12%
CCC(Sc1nc2cc3c(cc2c(=O)n1CCCCCC(=O)NCc1ccc2c(c1)OCO2)OCO3)C(=O)NCCCOC (stereo not given) | . | 5% | -23%
CCn1cc(C(=O)NCCCN2CCCC(C)C2)c(=O)c2cc(S(=O)(=O)N3CCOCC3)ccc21 (stereo not given) | -8% | 6% | 5%
CCCNC(=S)Nc1ccc(S(N)(=O)=O)cc1 | 3% | -3% | ?
O=C(NC1CCCCC1)C1CCN(S(=O)(=O)c2cccc3cccnc23)CC1 | 4% | 0% | -13%
Cc1ccc2nc(NC(=O)c3ccccn3)sc2c1 | -10% | 8% | 6.5µM*
O=C(c1ccc(-n2cncn2)c([N+](=O)[O-])c1)N1CCN(S(=O)(=O)c2ccccc2F)CC1 | -8% | 0% | ?
Fc1ccc(N/N=C2/CCSc3sccc32)c(F)c1 | 0% | 11% | -3%
Nc1nc2c(nc(SCc3ccccc3Br)n2C2OC(CO)C(O)C2O)c(=O)[nH]1 (stereo not given) | 7% | 6% | -21%
O=C(CN1C(=O)c2ccccc2Sc2ncccc21)Nc1cccc(C(F)(F)F)c1 | . | 3% | ?
O=C(CSc1ccccn1)Nc1ccc(NC(=O)CSc2ccccn2)cc1 | 1% | 2% | 5%

# Additional compounds.
Molecule | N370S GC mod | TDP1 block | DT40 TDP1 no CPT
CCCc1cc(C(=O)Cc2ccccn2)c(O)cc1O | 1% | . | -26%
Cc1ccc(Sc2cnc(N)nc2C)cc1 | 11% | 2% | 16µM*
COc1cc(C(=O)NC2CCN(Cc3nnnn3Cc3ccc(F)cc3)CC2)cc(OC)c1OC | -8% | 0% | -3%
COc1ccc(OC)c(-c2nc(C(=O)NCCCN3CCOCC3)cc3c2[nH]c2ccccc23)c1 | -23% | . | 23µM*
O=c1c2ccccc2nc2n1CC/C2=C\c1ccccc1[N+](=O)[O-] | -1% | 0% | .
CCOC(=O)c1c(C)[nH]c(-c2csc(N)n2)c1C | ? | 11% | ?
CC(C)(C)C(=O)Cn1c(=O)n(-c2ccccc2)c(=O)c2c3c(sc21)CCC3 | . | 0% | 18µM*
COc1cccc(/C=C/C(=O)OCC(=O)Nc2ccc(Cl)cn2)c1 | 4% | 3% | .
O=c1c2cccnc2n(-c2ccccc2)n1Cc1c(Cl)cccc1Cl | 17% | 6% | 1%
Cc1ccc(CNC(=O)c2ccc(CS(=O)(=O)Cc3ccc(C)cc3)o2)cc1 | . | 3% | ?
CCOC(=O)OCC1OC(c2ccccc2)C=CC1OC(=O)OCC (stereo not given) | -13%[12.8 µM] | 10%[21 µM] | .
O=C(O)C(Cc1c[nH]c2ccccc12)NS(=O)(=O)c1ccc2ccccc2c1 (stereo not given) | 6% | 4% | ?
CN1CCN(c2ccc(NC(=S)NC(=O)/C=C/c3ccco3)cc2)CC1 | ? | 12% | 21µM*
C=CCNC(=O)/C(C#N)=C/c1c(C)nn(-c2ccc(Cl)cc2)c1Cl | -8% | 5% | 23µM*
O=C(O)c1ccc(N/N=C/c2ccc(-c3ccccc3)cc2)cc1 | 10% | 3% | -7%
CCOC(=O)C1C(=O)C=C(c2ccc(NS(C)(=O)=O)cc2)CC1c1ccco1 (stereo not given) | 15% | -10% | -8%
CCCCn1c(=O)c(-[n+]2ccccc2)c([O-])c2ccccc21 | 6% | 2% | -10%
C=CCNC(=S)/N=c1/scc(C)n1C | -4% | 0% | -4%
COC(=O)C(NNc1ccccc1)(NC(=O)c1cccc(F)c1)C(F)(F)F (stereo not given) | 6% | 6% | ?
Cc1c(S(=O)(=O)c2ccccn2)c(N)n(Cc2cccc(Cl)c2)c1C | -10% | . | ?

# Profiles as entered above:
# Results for `NC(=S)NNC(=O)c1cccc(Br)c1` : N370S GC mod = 5%; TDP1 block = 3%; DT40 TDP1 no CPT = .
# Results for `CCCOc1ccc(/C=N/Nc2cc(N3CCOCC3)ncn2)c(O)c1` : N370S GC mod = 2%; TDP1 block = .; DT40 TDP1 no CPT = 10µM*
# Results for `CCCC(NC(=O)c1ccccc1)c1nc2ccccc2n1Cc1ccc(C(=O)OC)o1` (stereo not given) : N370S GC mod = 12%; TDP1 block = 3%; DT40 TDP1 no CPT = ?

# The main list resumes, starting 2 compounds before the break.
Molecule | N370S GC mod | TDP1 block | DT40 TDP1 no CPT
COC(=O)C(NNc1ccccc1)(NC(=O)c1cccc(F)c1)C(F)(F)F (stereo not given) | 6% | 6% | ?
Cc1c(S(=O)(=O)c2ccccn2)c(N)n(Cc2cccc(Cl)c2)c1C | -10% | . | ?
CN(Cc1cccs1)S(=O)(=O)c1ccc(Cl)cc1F | . | -17% | 6%
Cc1c(Cl)cccc1NC(=O)C(C)n1c(=O)cc(-c2ccccc2)c2c(C)nn(C)c21 (stereo not given) | . | 6% | -13%
Cc1ccc2nsnc2c1NC(=O)COc1ccccc1F | 21% | 2% | -3%
Cc1ccc2c(c1)N(C(=O)CCC(=O)NCCN1CCOCC1)CC(C)O2 (stereo not given) | -14% | . | 8%
C=CCn1c(SCC(N)=O)nc2nc3c(cc2c1=O)COC(C)(C)C3 | 5% | 4% | 0%
O=C(CNC(=O)c1ccc(Cl)cc1)OCn1nnc2ccccc2c1=O | . | 1% | -4%
CC(C)(C)OC(=O)N1CCC(C(=O)O)CC1 | 2% | 0% | 0%
C=CC1=C(C(=O)O)N2C(=O)[C@@H](NC(=O)/C(=N\OCC(=O)O)c3csc(N)n3)[C@@H]2SC1 | 4%[21.6 µM] | 14µM* | .
C/C(=N\NC(=S)NC1CCCCC1)c1cccs1 | 12% | 0% | 10µM*
Cc1nnc(N2CCOCC2)c2ccccc12 | -11% | 1% | -3%
COc1ccc(NC(=O)c2cc(S(=O)(=O)N3CCOCC3)ccc2OC)cc1 | . | 0% | -4%
CCOc1cc(/C=N\Nc2ccc([N+](=O)[O-])cc2)ccc1OCC(=O)Nc1ccc(C)c(C)c1 | 4% | 6% | 15µM*
COCC(C)n1c(C)cc(C(=O)CSc2ncccn2)c1C (stereo not given) | -6% | -12% | 6%
NC(=O)c1cc(S(=O)(=O)NCCCc2ccco2)cs1 | 0% | 3% | 8.2µM*
Cc1cc(Cl)ccc1OCC(=O)N1CCCCC1 | -5% | 6% | -22%
Cc1ccc(CCNC(=O)c2ccc(CS(=O)(=O)Cc3cccc(C)c3)o2)cc1 | . | 5% | 18µM*
CN1CCN(C(c2ccccc2)c2sc3nc(-c4ccco4)nn3c2O)CC1 (stereo not given) | . | -3% | -16%
CCOc1ccc(CCNC(=O)c2c3c(nc4ccccc24)C(=O)N(C2CCCCC2)C3)cc1 | . | 3% | 21µM*
CCOC(=O)c1cc(C#N)c(SCC(=O)O)[nH]c1=O | 1% | -3% | ?
COc1ccc(-c2noc(=O)n2Cc2ccccc2Cl)cc1 | -5% | . | -18%

# Results in TDP1 block and N370S GC mod (two entries from above):
Compound	TDP1 block	N370S GC mod
CC(C)(C)OC(=O)N1CCC(C(=O)O)CC1	0%	2%
C=CC1=C(C(=O)O)N2C(=O)[C@@H](NC(=O)/C(=N\OCC(=O)O)c3csc(N)n3)[C@@H]2SC1	14µM*	4%[21.6 µM]
